hgDAF-12 ag = hgDAF-12 agonism, primary luciferase screen. HEK293 GAL4-hgDAF12 UAS-luciferase reporter, agonist luminescence; normalized to butyrate control. activation, % at 6.8 µM. 370,000 compounds, 1.8% hits. AID 687014;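 active = activation above a cutoff set at the mean of all screened compounds plus 3 SD, cut at about 10% in these data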;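 also: 0% = DMSO wells and 100% = sodium butyrate wells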
sPLA2-III inh = Inhibits HGIII-sPLA2 liposome hydrolysis, primary screen | Q9NZ20 | QFRET BODIPY PC-A2 liposome hydrolysis, fluorescence | inhibition, % at 12.2 µM | 370,000 compounds, 0.56% hits;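 active = inhibition above mean plus 3 SD of compounds lying within the high and low control bounds, cut at about 19% in these data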;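 also: 0% = median of test compound wells and 100% = no enzyme DMSO wells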
SMARCA2 activ = activators of SMARCA2 function. 370,000 compounds, 1% hits. activation, % at 9.1 µM. AID 652017. MG213 cells, MMTV-luciferase reporter, dexamethasone, overnight; in the data active = activation above about 7.8%;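 also: 0% = vehicle wells and 100% = reference activator wells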
DAX1 inh-1 = NR0B1 (DAX1) inhibition | P51843 | HEK293 Gal4-DAX1 luciferase reporter, luminescence | inhibition, % at 6.75 µM | 340,000 compounds, 0.99% hits | AID 504766;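 active = inhibition above the mean over all tested compounds plus 3 SD, cut at about 4.2% in these data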;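 also: 0% = DAX1-transfected cells with DMSO and 100% = empty-vector control cells with DMSO; inhibition shows as a rise in luminescence from relieved DAX1 repression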
ADAM10 inh = ADAM10 inhibition, QFRET primary screen; O14672; recombinant ADAM10, EDANS/DABCYL FRET peptide cleavage, 3 h; inhibition, % at 7 µM; 370,000 compounds, 0.62% hits; AID 720582;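 active = inhibition above a per-campaign cutoff equal to the mean of compounds falling between control-based bounds plus 3 SD, cut at about 20% in these data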;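 also: 0% = DMSO wells while the 100% control is not disclosed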
ssDAF12 agonist = S. stercoralis DAF-12 activation, primary screen. HEK293 ssDAF-12/GRIP1 lit1-tk-luc reporter, luminescence; % of 3 µM dafachronic acid response. activation, % at 6.8 µM. 370,000 compounds, 1% hits;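 active = activation above the mean over all tested compounds plus 3 SD, cut at about 0.9% in these data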;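 also: 0% = DMSO-only wells and 100% = 3 µM delta7-dafachronic acid wells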
DAX1 inh-2 = inhibitors of DAX1 repression of SF-1 activated StAR promoter; HEK293T StAR-luciferase reporter, SF-1/DAX-1 repression relief; inhibition, % at 6.8 µM; 370,000 compounds, 1.1% hits; AID 652010;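 active = inhibition above the mean over all tested compounds plus 3 SD, cut at about 3.6% in these data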;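 also: 0% = DAX-1 cells with DMSO and 100% = cells lacking DAX-1 with DMSO; higher inhibition means more luminescence from relief of DAX-1 repression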
FXN GAA850 act = activators of GAA850 frataxin (FXN) promoter; activation, % at 6 µM; HEK293 lucGAA850 FXN promoter luciferase reporter, 24 h; percent of 10 µM SAHA response; 360,000 compounds, 0.56% hits;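 active = activation above the average of all compounds screened plus 3 SD, cutoff fixed separately per campaign, cut at about 7.5% in these data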;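 also: 0% = DMSO wells and 100% = 10 µM SAHA wells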
hcDAF12 agonist = activators of H. contortus DAF-12 nuclear receptor | HEK293 hcDAF-12 lit1-tk-luc reporter, luminescence; 0% DMSO, 100% Δ7-dafachronic acid | activation, % at 6.8 µM | AID 652067 | 370,000 compounds, 1.4% hits;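 active = activation above the mean of all tested compounds plus 3 SD, cut at about 5.5% in these data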;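 also: 100% = response to 3 µM Δ7-dafachronic acid high control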
GC-B act = GC-B (human) receptor activation; activation, % at 10 µM; 370,000 compounds, 0.11% hits; HEK293-GC-B cells, CNP EC30, cGMP TR-FRET; 0% at EC30 CNP, 100% saturating CNP;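 active = activation at 10 µM reaching about 35% in either raw or pattern-adjusted values, limit read from the data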
Target sequence (P20594 whole entry, looked up): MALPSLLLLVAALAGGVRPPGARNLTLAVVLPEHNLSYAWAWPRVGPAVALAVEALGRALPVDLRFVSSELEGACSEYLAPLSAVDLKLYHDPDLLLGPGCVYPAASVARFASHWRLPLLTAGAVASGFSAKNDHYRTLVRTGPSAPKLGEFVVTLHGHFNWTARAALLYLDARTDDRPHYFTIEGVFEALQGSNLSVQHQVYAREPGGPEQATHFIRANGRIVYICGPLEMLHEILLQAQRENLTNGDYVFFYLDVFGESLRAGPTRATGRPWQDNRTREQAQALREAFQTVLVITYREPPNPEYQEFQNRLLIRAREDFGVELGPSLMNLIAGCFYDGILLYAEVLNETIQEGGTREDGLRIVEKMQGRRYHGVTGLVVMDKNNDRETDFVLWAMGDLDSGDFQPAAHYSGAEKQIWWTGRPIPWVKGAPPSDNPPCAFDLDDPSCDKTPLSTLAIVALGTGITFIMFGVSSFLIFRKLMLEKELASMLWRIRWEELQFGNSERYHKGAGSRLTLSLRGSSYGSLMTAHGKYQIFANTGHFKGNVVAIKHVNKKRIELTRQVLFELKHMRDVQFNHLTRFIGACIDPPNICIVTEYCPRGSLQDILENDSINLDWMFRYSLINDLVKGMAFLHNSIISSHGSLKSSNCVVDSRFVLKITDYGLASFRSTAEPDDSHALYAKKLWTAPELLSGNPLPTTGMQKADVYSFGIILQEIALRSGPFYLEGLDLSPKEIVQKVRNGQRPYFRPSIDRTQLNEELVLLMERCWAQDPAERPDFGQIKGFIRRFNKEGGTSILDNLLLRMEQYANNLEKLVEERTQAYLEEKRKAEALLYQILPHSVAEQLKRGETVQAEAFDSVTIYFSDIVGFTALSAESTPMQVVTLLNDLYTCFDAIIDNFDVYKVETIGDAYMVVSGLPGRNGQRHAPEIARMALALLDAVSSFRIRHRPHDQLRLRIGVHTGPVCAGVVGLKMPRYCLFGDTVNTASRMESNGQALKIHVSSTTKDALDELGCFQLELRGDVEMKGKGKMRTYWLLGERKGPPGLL
GC-A act = GC-A (human) enzyme activation; 370,000 compounds, 0.14% hits; AID 1671463; HEK293 GC-A cells, cGMP TR-FRET, EC30 ANP; 0% at EC30 ANP, 100% saturating ANP; activation, % at 10 µM; P16066; in the data active = activation above about 40%
The depositor's hits bear a star; i = inactive; · = not tested or not shown.

SMILES	hgDAF-12 ag	sPLA2-III inh	SMARCA2 activ	DAX1 inh-1	ADAM10 inh	ssDAF12 agonist	DAX1 inh-2	FXN GAA850 act	hcDAF12 agonist	GC-B act	GC-A act
CC(NC(=O)c1ccccc1)c1ccc(Br)cc1 (centres undefined)	-0.7	-3	-2	1.2	-6	-0.9	-0.3	0.0	-0.3	2	-5
Cc1cc(C(=O)CN2C(=O)NC(C)(c3ccc(F)c(F)c3)C2=O)c(C)n1C1CC1 (centres undefined)	-3.4	1	-5	1.7	-6	-1.3	-0.6	-0.6	-1.5	4	-3
COc1ccc(C(=O)C2CCN(C(=S)NCCc3ccc(OC)c(OC)c3)CC2)cc1	-4.2	-1	-2	-5.1	3	-1.9	-2.0	-1.4	-2.5	0	5
CCC(C)OC(=O)C1=C(C)O[C@]23OC(N)=C(C#N)[C@]12C(=O)c1ccccc13 (some centres undefined)	-0.8	-3	0	-1.2	1	-1.1	-0.5	2.6	-1.4	-3	-4
Cn1c(SCC(=O)Nc2ccc3c(c2)OCO3)nnc1-c1cnccn1	0.5	-1	1	0.2	-1	-1.7	0.1	0.8	-1.1	0	0
CC(=O)OCCCn1c(C)[n+](C)c2cc(Cl)c(Cl)cc21	-4.2	3	0	1.4	-7	-0.7	0.2	2.0	0.8	-3	7
O=C(NC(=S)Nc1cc(Cl)ccc1N1CCOCC1)c1ccccc1[N+](=O)[O-]	0.1	0	-2	-0.4	5	-0.8	2.2	2.8	-0.3	-3	0
CC1CCN(S(=O)(=O)c2cn(C)c(=O)n(C)c2=O)CC1	1.7	8	1	3.4	-10	-1.0	-0.6	-1.6	5.2	-1	2
CN(Cc1ccccc1)C(=O)C(=O)c1c[nH]c2ccccc12	3.0	-12	-2	0.1	-5	-1.1	-0.5	-1.3	2.0	0	-1
CN1C(=O)[C@H]2[C@@H](C3CC3)N3C(=O)CN(Cc4ccccc4)C(=O)[C@@]3(C)[C@H]2C1=O	-0.3	9	2	1.3	-2	-1.2	0.2	-1.2	-2.0	-2	3
CCOc1ccccc1NC(=O)CN1CCc2ccccc2C1	2.9	-3	2	1.2	12	-0.9	0.3	0.3	4.5	1	-3
CNC(=S)N/N=C1\CC(c2ccccc2)Oc2ccccc21 (centres undefined)	-1.6	1	-2	0.3	5	-1.4	-1.4	-0.2	-1.9	1	-6
O=[N+]([O-])c1cccc(/C=N/Nc2ncc(Br)cn2)c1	3.5	3	2	3.6	-2	-1.5	0.4	2.9	1.6	-10	3
C=CCNC(=O)/C(C#N)=C/c1ccccc1Cl	-0.5	-2	1	0.8	6	-0.4	0.2	4.2	-1.2	-1	1
COc1ccc(NS(=O)(=O)c2ccc(-c3coc(C)n3)cc2)cc1	-0.4	-12	-3	-0.3	2	-0.7	-0.5	1.7	-1.3	-1	5
COC(=O)[C@@H](NC(=O)NCc1cccc(OC)c1)C(C)C	-1.5	1	-4	0.7	-3	-1.6	-0.1	-2.2	-1.8	3	1
CC(=O)Cn1cnc2c(sc3nc(C)cc(C)c32)c1=O	2.3	0	6	2.3	-3	-0.6	0.6	1.7	2.3	-4	10
CCS(=O)(=O)NCc1ccc2c(c1)cc(C)n2C	-0.1	-6	-2	0.2	-31	-1.0	-1.0	1.2	0.3	4	0
COc1ccc(C2CC(=O)C(C=NCCCO)=C(O)C2)cc1 (centres undefined)	2.2	0	-1	-1.0	13	-1.3	0.3	1.9	-1.1	2	4
CCCC(=O)Nc1nnc(S(=O)(=O)N2CCCCCC2)s1	-2.1	-5	-1	2.6	-8	-1.2	0.4	-0.6	-0.8	0	-1
O=C(C#Cc1ccccc1)Nc1ccccc1F	11*	0	3	1.7	8	-0.6	0.1	-1.2	0.4	6	9
Cc1ccccc1Cn1cc(CN2[C@@H](CC(C)C)COc3cc(Br)ccc3S2(=O)=O)nn1	-0.6	0	-1	·	3	-1.0	-1.3	·	-2.1	-2	-1
CCOC(=O)c1c(NC(=O)Cn2nnc(-c3ccc(Cl)cc3)n2)sc(C)c1C	-1.4	6	-1	0.6	-9	-1.0	0.0	1.7	0.3	-1	3
COCCCn1c(C(=O)N2CCOCC2)cc2c(=O)n3cccc(C)c3nc21	0.3	6	1	0.1	i	-1.6	0.0	0.8	-0.7	2	3
Cn1c(C(=O)Nc2ccc3c(c2)OCCO3)cc2c(=O)n(C)c3ccccc3c21	-7.4	-13	-4	-0.5	7	-2.2	-3.4	-2.8	-5.5	1	2

Next section:
SMILES	hgDAF-12 ag	sPLA2-III inh	SMARCA2 activ	DAX1 inh-1	ADAM10 inh	ssDAF12 agonist	DAX1 inh-2	FXN GAA850 act	hcDAF12 agonist	GC-B act	GC-A act
CC(C)C[C@H]1CNC(=S)N1C[C@H]1CCCN1C[C@H](Cc1ccc(O)cc1)N1C[C@H](Cc2ccccc2)N(CCc2ccccc2)C1=S	-2.7	-20	6	·	7	-0.7	-0.4	·	-1.0	-1	-3
Cc1ccc(NC(=O)CN2CCCCCC2)c(Br)c1	3.4	-1	3	0.4	-1	0.3	0.7	3.2	0.0	5	2
CCC[C@@H]1C=C(C(=O)OCC)[C@H](c2ccccc2)N1S(=O)(=O)c1ccc(C)cc1	0.0	-9	-10	·	-8	-1.1	-2.2	·	-1.1	-14	-15
CC(C)N(C(=O)COC(=O)CNC(=O)c1ccc(Br)cc1)c1ccccc1	-0.7	-3	-3	0.4	1	-0.5	0.2	0.8	0.2	3	17
CSCCC(NC(=O)c1ccco1)C(=O)O (centres undefined)	-0.9	-4	1	-0.7	-1	-1.2	1.6	0.0	0.5	-2	2
NC1=NC[C@H](Cc2ccccc2)N1CCc1cc(C(F)(F)F)cc(C(F)(F)F)c1	-0.3	10	0	-0.4	-7	-1.2	-0.7	0.8	-0.3	-7	1
Cc1nc(SC2CC(=O)N(c3cc(Cl)cc(Cl)c3)C2=O)nc2c1CCCC2 (centres undefined)	-1.7	-37	-2	-0.4	34*	-1.2	0.1	-2.7	-1.2	-10	-2
CCCCc1nccn1CCn1ccnc1CCCC	-2.0	5	-4	-1.1	-1	-0.3	-0.4	-1.6	-0.5	2	4
CCCCn1nc(C(=O)NC2CCCCCC2)c2ccccc2c1=O	1.8	5	3	-0.2	-1	-0.7	-0.7	-1.1	0.2	-9	0
COc1ccc(Oc2c(Cl)cnn(C3c4ccccc4-c4ccccc43)c2=O)cc1	-0.6	15	-3	·	-12	-0.7	-1.8	·	-1.1	-6	-3
Cc1cc(C)c(NC(=O)C2=CCN(S(=O)(=O)c3ccc(F)cc3)CC2)c(C)c1	-0.4	7	-1	2.8	-2	-0.9	0.5	0.3	1.4	-3	2
CCCCNC(=O)N1CCN(C(=O)C2CCCO2)CC1 (centres undefined)	0.5	4	-1	1.2	2	-1.5	-0.6	-1.6	0.8	0	2
COc1ccc(CC(=O)Nc2nc(C)cs2)cc1OC	-5.2	6	-2	-1.2	-1	-1.7	-2.0	-1.0	-1.6	7	4
CCOC(=O)c1ccc(Nc2sc(C(=O)c3cccc([N+](=O)[O-])c3)c(N)c2C#N)cc1	1.6	-1	-1	1.0	-4	-0.3	-0.5	0.6	0.9	-8	1
COc1ccc(C(=O)Nc2ccc(S(=O)(=O)Nc3ncccn3)cc2)cc1OC	0.2	0	-2	-0.4	12	-1.6	1.0	-0.8	0.0	2	5
O=C(O)c1ccccc1C(=O)Nc1ccccc1[N+](=O)[O-]	-3.5	8	-2	0.8	-7	-1.3	0.9	5.0	0.2	-3	2
CC1=C(C(=O)N(C(C)C)C(C)C)CC(CC(=O)NCc2cccc3ccccc23)C(=O)N1Cc1ccc(C(C)(C)C)cc1 (centres undefined)	1.1	-18	-3	·	9	-1.1	-1.5	·	-1.3	2	1
CCOc1ccc(/C=N/NC(=O)C(=O)NCc2ccco2)cc1	-1.4	20*	3	0.3	-3	-1.5	-0.4	2.2	-0.8	2	-1
C=CCNc1cccc(Br)c1	0.2	8	-1	0.0	4	-0.9	0.0	1.5	0.9	5	2
CCN(CC)S(=O)(=O)c1ccc(OC)c(NC(=O)c2ccc([N+](=O)[O-])cc2)c1	-4.0	5	-1	1.9	4	-1.3	0.2	1.3	-1.3	-1	0
Cc1ccc(-c2cc3onc(-c4ccccc4)c3c(=O)n2C)cc1	-3.8	2	-1	2.5	-3	-1.6	1.0	-7.4	0.3	4	-1
CCc1ccc(C(O)(c2ccccc2OC)C(CN2CCOCC2)c2ccccc2)cc1 (centres undefined)	1.5	-3	-5	-0.8	3	-1.3	-0.4	3.4	-2.3	-9	-27
COC(=O)C(O)(CC(=O)Nc1cc(OC)c(OC)c(OC)c1)C(F)(F)F (centres undefined)	0.5	2	-3	1.3	2	-0.9	0.5	-0.1	0.2	2	-1
Cc1nc2sc(C(c3ccco3)N3CCOCC3)c(O)n2n1 (centres undefined)	0.0	-5	-1	-0.1	-3	-0.6	1.0	-2.5	0.5	1	4
O=C(COC(=O)c1cccc(F)c1)NC(=O)NCc1ccccc1	-2.6	12	-4	1.5	-14	-1.0	0.7	0.8	0.5	3	0

The list continues:
SMILES	hgDAF-12 ag	sPLA2-III inh	SMARCA2 activ	DAX1 inh-1	ADAM10 inh	ssDAF12 agonist	DAX1 inh-2	FXN GAA850 act	hcDAF12 agonist	GC-B act	GC-A act
O=[N+]([O-])c1nn(-c2ccccc2)[n+]([O-])c1N1CCN(c2ccccc2F)CC1	-0.8	10	-4	-1.4	-1	-1.2	-0.3	0.9	2.5	2	2
Cc1ccc(OCC(O)CN2CCCC2)cc1 (centres undefined)	-0.5	1	-1	-0.4	13	-0.9	0.2	0.6	0.8	0	4
N#C/C(=C\c1cn(CCOc2ccccc2)c2ccccc12)C(=O)NCc1ccco1	-1.3	4	-2	1.6	2	-1.7	-0.1	0.2	0.8	-23	-25
O=C(O)C1CCCCC1C(=O)NCCc1ccncc1 (centres undefined)	0.6	-6	2	0.1	3	-1.0	-0.1	-0.4	-0.7	8	-2
CCC1Oc2ccc(C)cc2N(CC(=O)NC2CCCCC2)C1=O (centres undefined)	0.7	3	-3	-1.0	-4	-1.2	-0.3	0.8	1.3	0	-8
CCc1nnc(NC(=O)c2ccc(-c3ccc(Cl)cc3)o2)s1	-1.2	5	0	0.2	-5	-0.8	0.3	2.0	-0.3	-1	8
CNc1c(NS(=O)(=O)c2cc(NC(C)=O)ccc2C)c(=O)oc2ccccc12	-0.8	-3	2	-0.4	2	-1.0	-0.1	0.2	-1.6	4	1
COc1cccc(NC(=O)CN(C)C(=O)c2cc(-c3cccc(Br)c3)nc3ccccc23)c1	-1.3	-8	0	-1.6	1	-0.8	-1.1	-5.2	-0.6	3	2
c1ccc(-c2nc(N3CCOCC3)sc2-c2ccccc2)cc1	-0.1	10	2	-1.4	-8	-1.5	0.2	1.6	-1.8	-5	-13
CCc1ccc(-c2cc(C)no2)cc1S(=O)(=O)Nc1ccc(Cl)cn1	0.0	-5	0	-0.2	5	-0.6	0.6	2.8	-1.6	-4	-12

Source: PubChem BioAssay
